ERAP1 HTS inh – human ERAP1 aminopeptidase inhibitors, primary screen, biochemical, single point, plate reader; Endoplasmic reticulum aminopeptidase 1 (Homo sapiens), Q9NZ08; recombinant ERAP1, Leu-AMC fluorescence, 60 min; inhibition, % at 10.7 µM; hit rate 0.15% among 340,000; AID 652197, 2013;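 active = mean replicate inhibition of at least 30%, or all replicates individually reaching that 30% level; inactive = mean below 30% and not every replicate reaching it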;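 note: 0% = neutral control wells and 100% = L-leucinethiol positive control wells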
F508del corr – F508del CFTR correction, initial screen, CFBE line, single point; CFBE cells, YFP halide quenching; stimulated with forskolin plus potentiator P3; % fluorescence drop versus neutral controls; activity (quench increase), % at 7.58 µM; hit rate 0.36% among 350,000; AID 720511, 2013;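 active = mean added fluorescence quench of at least 8% versus neutral control, with both replicates also reaching 8%; inconclusive = only one of the mean or replicate conditions met; inactive = mean below 8% and not both replicates reaching 8%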;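 note: cells transiently co-express mutant CFTR-F508del with the halide-sensitive YFP; corrector assay measuring rescue of mutant channel to the surface after 24 h compound exposure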
DENV2 CPE – inhibitors of DENV2 cytopathic effect, primary screen, cell-based, plate reader, single concentration. DENV2-infected cells, cytopathic effect rescue. CPE inhibition, % at 9.99 µM. hit rate 1.7% among 350,000. AID 651640, 2012; in the data active = CPE inhibition above about 20%, passing the limit was not always enough; inconclusive = no clear call, values can overlap the other calls; tested in BHK-21 cells;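 note: 0% = median of neutral control wells and 100% = median of positive control wells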
ERp5 inh – inhibitors of ERp5-driven insulin aggregation, primary screen, biochemical, turbidity, absorbance 650 nm, single point; Protein disulfide-isomerase A6 (Homo sapiens), Q15084; hit rate 0.05% among 350,000; inhibition, % at 9.99 µM; 90 min;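 active = mean replicate inhibition above about 25%, with every replicate also reaching it, limit read from the data, passing the limit was not always enough; inconclusive = only one of those two criteria met; inactive = neither criterion met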
Target sequence (Q15084 whole entry, looked up): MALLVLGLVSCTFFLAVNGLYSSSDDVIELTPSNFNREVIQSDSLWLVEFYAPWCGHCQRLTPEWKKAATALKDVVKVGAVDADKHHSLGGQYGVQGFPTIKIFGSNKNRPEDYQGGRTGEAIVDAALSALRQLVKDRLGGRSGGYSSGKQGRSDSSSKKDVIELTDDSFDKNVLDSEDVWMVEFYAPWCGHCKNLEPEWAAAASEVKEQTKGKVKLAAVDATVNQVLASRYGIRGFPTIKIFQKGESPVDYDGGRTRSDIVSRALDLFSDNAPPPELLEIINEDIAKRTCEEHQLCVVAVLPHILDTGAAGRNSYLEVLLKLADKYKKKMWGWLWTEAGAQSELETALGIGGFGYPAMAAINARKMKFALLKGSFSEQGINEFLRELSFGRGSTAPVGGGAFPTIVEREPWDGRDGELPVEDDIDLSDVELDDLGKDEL
SIRT5 inh – SIRT5 desuccinylase inhibitors, primary screen, biochemical, fluorescence imaging, single point, set 5; Purified SirT5, succinyl-peptide AMC, trypsin-coupled fluorescence; hit rate 1.1% among 330,000; inhibition, % at 15 µM; in the data active = inhibition above about 15%; inconclusive = no clear call, values can overlap the other calls
Target sequence (Q9NXA8 whole entry, looked up): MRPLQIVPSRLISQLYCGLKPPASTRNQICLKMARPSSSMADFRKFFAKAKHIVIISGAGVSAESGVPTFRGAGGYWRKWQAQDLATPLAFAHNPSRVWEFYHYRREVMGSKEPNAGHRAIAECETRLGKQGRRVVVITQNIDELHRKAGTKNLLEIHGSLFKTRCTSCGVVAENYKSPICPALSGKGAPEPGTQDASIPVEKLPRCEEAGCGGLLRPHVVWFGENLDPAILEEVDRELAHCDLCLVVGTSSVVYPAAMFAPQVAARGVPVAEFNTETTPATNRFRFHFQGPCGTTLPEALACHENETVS
miR122 inh – miR-122 Renilla sensor signal increase in Huh7, primary screen, miR-122 inhibitor project, cell-based, single point, plate reader | Huh7 miR-122 Renilla luciferase sensor, 48 h; neutral wells = 0, positive control = 100 | activation (reporter increase), % at 12.5 µM | hit rate 0.3% among 340,000;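 active = mean replicate activation score at least 90 and every replicate individually at or above 90; inconclusive = only one of the two criteria met; inactive = neither criterion met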;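 note: higher luciferase means less miR-122 activity so hits act as miR-122 inhibitors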
CASP6 VEID inh – human caspase-6 inhibitors, primary screen, biochemical, VEID-R110 fluorescence, single point, set 2; purified caspase-6, Z-VEID-R110 cleavage fluorescence; inhibition, % at 12.5 µM; hit rate 0.53% among 350,000; AID 686996, 2013;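 active = mean inhibition across replicates at least about 35%, with every replicate also reaching that limit, limit read from the data; inconclusive = only one of the two criteria met; inactive = neither criterion met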;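 note: 0% = median of neutral control wells and 100% = no fluorescence left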
Target sequence (P55212 24-179 limits assumed): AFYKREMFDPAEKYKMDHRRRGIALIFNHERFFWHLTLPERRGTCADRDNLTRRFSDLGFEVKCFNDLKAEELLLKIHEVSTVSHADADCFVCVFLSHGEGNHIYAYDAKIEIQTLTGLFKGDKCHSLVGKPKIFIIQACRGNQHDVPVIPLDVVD
Target sequence (P55212 194-293 limits assumed): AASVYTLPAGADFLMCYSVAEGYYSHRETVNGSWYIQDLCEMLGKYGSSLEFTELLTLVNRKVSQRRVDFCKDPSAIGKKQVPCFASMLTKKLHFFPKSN
* = called active by the depositor; ? = inconclusive; / = no result given; [ ] = remark or other dose.

ERAP1 HTS inh	CASP6 VEID inh	F508del corr	miR122 inh	ERp5 inh	SIRT5 inh	DENV2 CPE	SMILES
2	2	0.3	39	3	-1	-8	COc1ccc(-c2ccc(C(=O)NCc3ccc(N(C)C)cc3)c3occc23)c(C)c1
11	6	1.3	/	1	-1	-5	O=C(CSc1nc2ccccc2s1)Nc1ccc2c(c1)OCO2
22	4	0.6	-13	-6	-2	/	CC[C@@H]1[C@H]2CCCC(=O)N3CC[C@@H](C[C@@H]1OC(=O)Nc1ccccc1)[C@@H]23
-4	1	1.3	/	7	-1	1	N#CCC(=O)Nc1ccc(C(=O)OCC(=O)c2c[nH]c3ccccc23)cc1
-3	8	-2.8	5	2	2	18	Cc1cc(C)cc(N(CC(=O)Nc2ccc(C(F)(F)F)cc2)S(=O)(=O)c2c(C)[nH]c(=O)[nH]c2=O)c1
2	2	-0.7	/	4	-2	4	CC(=O)NCCc1nc2ccccc2n1Cc1ccc(Cl)cc1
-4	-1	-1.1	0	-9	-2	4	O=C(Nc1ncc(Cc2cccc(Cl)c2Cl)s1)C1CCCO1 (configuration not stated)
0	/	-2.2	/	3	1	7	CCCSc1nnc(NC(=O)Cc2ccc(OC)c(OC)c2)s1
-2	-1	0.5	/	-12	2	5	COc1ccccc1C(C)NCC(=O)Nc1c(F)cccc1F (configuration not stated)
22	0	2.6	-1	-8	-8	0	CCOC(=O)C1CCN(C(c2cccc(OC)c2)c2sc3nc(C)nn3c2O)CC1 (configuration not stated)
-4	-1	0.0	-3[16.7 µM]	-2	-1	15	O=C([C@H]1[C@H](CO)[C@H]2Cn3c(ccc(-c4ccncc4)c3=O)[C@H]2N1CCC(F)(F)F)N1CCCCC1
-6	-2	0.8	/	3	/	1	COc1ccc(N(C(=O)c2ccn[nH]2)C(C(=O)NC2CCCC2)c2ccc(F)cc2)cc1 (configuration not stated)
-1	-2	0.6	-2[16.7 µM]	-6	4	3	Cc1ccc(S(=O)(=O)N(C)C[C@@H]2Oc3c(NC(=O)C4CCCCC4)cccc3C(=O)N([C@@H](C)CO)C[C@H]2C)cc1
-16	7	0.7	/	2	0	-4	CN1C(=O)/C(=C/c2ccc(OCc3ccc(C(=O)O)cc3)c(Cl)c2)NC1=S
0	3	-2.0	3	2	2	0	O=C(NCCCN1CCOCC1)c1cccc(S(=O)(=O)Nc2ccccc2Cl)c1

(more compounds)
ERAP1 HTS inh	CASP6 VEID inh	F508del corr	miR122 inh	ERp5 inh	SIRT5 inh	DENV2 CPE	SMILES
0	2	-0.2	/	16	-1	8	O=C(C[C@@H]1CC[C@H](NS(=O)(=O)c2ccccc2)[C@H](CO)O1)NCc1ccncn1
-1	2	1.8	2[16.7 µM]	-3	0	3	COc1cccc(CNC(=O)[C@H]2[C@H](CO)[C@H]3Cn4c(cccc4=O)[C@@H]2N3C(=O)C2CCC2)c1
5	3	2.3	1	1	-16	-3	Cc1oc2c(CN3CCCCC3C)c(O)ccc2c(=O)c1-c1ccccc1 (configuration not stated)
1	0	-6.4	/	5	-6	12	COc1ccc(CCNC(=O)c2ccc(NS(=O)(=O)c3ccc4[nH]c(=O)[nH]c4c3)cc2)cc1
1	2	-0.7	0[16.7 µM]	-2	0	-2	CCC(=O)N1[C@H](CN(C)C(C)=O)[C@@H](c2ccc(-c3ccccc3)cc2)[C@@H]1CO
-3	1	-1.2	/	-3	-2	-7	O=C(CSC1=NS(=O)(=O)c2cc(F)ccc2N1)Nc1ccc(F)cc1
-1	3	1.8	4	2	-2	2	O=C(CNC(=O)N1CC(=O)Nc2ccccc21)Nc1ccccc1F
-3	1	2.0	4[16.7 µM]	4	5	-9	C[C@@H]1CN([C@H](C)CO)C(=O)c2cc(C#CC3CCCC3)cnc2O[C@@H]1CN(C)Cc1ccncc1
-4	0	3.1	-2[16.7 µM]	5	-1	-2	C[C@H](CO)N1C[C@H](C)[C@H](CN(C)C(=O)c2ccccc2)OCCCC[C@H](C)Oc2ccc(NC(=O)c3ccncc3)cc2C1=O
-4	-4	-1.4	-1	0	0	-2	O=C(NC1CC1)c1ccccc1
-2	6	1.2	-5	-1	3	-5	O=C(O)CCc1ccc(-c2ccccc2)n1-c1cccc(C(=O)O)c1
0	-2	-3.0	3[16.7 µM]	1	-2	-9	C[C@@H]1CCCCO[C@H](CN(C)C)[C@H](C)CN([C@@H](C)CO)C(=O)c2cc(NC(=O)CCC(F)(F)F)ccc2O1
0	2	5.1	/	2	/	-13	CCOC(=O)c1c(C)nc2ccc(Cl)cc2c1-c1ccccc1
/	/	-4.1	9[16.7 µM]	/	/	-13	Cc1cccc(-c2ccc([C@@H]3[C@H]4CN(C(=O)c5ccncc5)CCCCN4[C@H]3CO)cc2)c1
2	/	4.7	-2	5	-4	20	O=C(C[C@H]1C[C@H](C(=O)N2CCCCC2)[C@@]2(CCc3ccccc3)c3[nH]c4ccc(Cl)cc4c3CCN2C1=O)NCc1ccco1

Additional compounds
ERAP1 HTS inh	CASP6 VEID inh	F508del corr	miR122 inh	ERp5 inh	SIRT5 inh	DENV2 CPE	SMILES
/	-3	-3.1	5	1	-3	-6	COc1ccc2nc(-c3ccccc3)nc(SC)c2c1
-1	-1	-3.8	5	5	-3	7	COc1ccc(S(=O)(=O)N2CCOCC2)cc1NS(=O)(=O)/C=C/c1ccccc1
-1	-4	-0.4	-3	7	-2	-2	Nc1c(Br)cc2c(c1Br)C(O)c1ccccc1-2 (configuration not stated)
0	4	2.9	/	0	-3	-3	CCC(C)NC(=O)CSc1nnc(-c2ccc(OC)c(OC)c2)c(-c2ccc(OC)c(OC)c2)n1 (configuration not stated)
-5	-6	0.9	/	3	4	0	Cc1ccc(S(C)(=O)=NC(=O)NC(=O)c2c(Cl)cccc2Cl)cc1 (configuration not stated)
7	10	2.1	/	2	4	-1	O=C(O)c1cc(N=Nc2c(O)ccc3ccccc23)cc(C(=O)O)c1
-3	0	-1.4	1	3	1	?	O=C(c1ccco1)N1CCN(Cc2cn[nH]c2-c2cccc3ccccc23)CC1
-6	1	1.2	-3	-5	-3	4	O=C1CC(=O)Nc2ccccc2N1
0	-2	0.7	0	0	-1	-4	O=C(COc1ccc(Cl)cc1Br)NC(=O)NCc1ccccc1
-1	-2	3.2	-10	-16	-1	-1	Cc1cccn2c(=O)c3cc(S(=O)(=O)c4ccc(Br)cc4)c(=N)n(C4CCCC4)c3nc12
-1	0	0.7	2	3	-3	6	COc1ccc(NC(=O)CN(C)C(=O)c2cc(-c3cccs3)nn2-c2ccccc2)cc1
-7	1	1.7	-3	7	1	-4	CC(C)c1ccc(OCc2nnc(SCC(=O)N3CCCCC3)o2)cc1
5	1	0.8	/	6	/	5	CCCCNC(=O)c1onc(CSc2ccc(F)cc2)c1C(=O)O
-2	1	0.2	/	7	-1	6	CCCC(=O)Nc1ccc2c(c1)C(=O)N(C)[C@H]1CC[C@H](CC(=O)Nc3cccc(F)c3)O[C@@H]1CO2
-2	-1	0.2	-6	9	1	-1	Cc1c(OCC(=O)N2CCN(c3ccccc3)CC2)ccc2c3c(c(=O)oc12)CCCC3

Remaining list, next part.
ERAP1 HTS inh	CASP6 VEID inh	F508del corr	miR122 inh	ERp5 inh	SIRT5 inh	DENV2 CPE	SMILES
-1	5	1.8	21[16.7 µM]	-4	2	12	Cc1ccccc1S(=O)(=O)N[C@@H]1CC[C@@H](CCn2cc(-c3ccc(F)cc3)nn2)O[C@@H]1CO
0	1	-1.9	/	3	/	-3	CCC(=O)N1C[C@@H](C)[C@@H](OC)CN(C)C(=O)c2cc(NC(=O)COC)ccc2OC[C@@H]1C
1	-1	0.0	/	10	4	2	CC(=O)NCCNC(=O)c1cc(-c2cccc3ccccc23)nc2ccccc12
/	/	0.4	10[16.7 µM]	/	/	-20	COc1ccc(NC(=O)N(C)C[C@@H]2OCCCC[C@H](C)Oc3ccc(NC(=O)c4ccncc4)cc3C(=O)N([C@H](C)CO)C[C@H]2C)cc1
2	-6	-2.0	/	7	-2	13	Cc1ccc(S(=O)(=O)N2CCOCC2)cc1NCC(=O)Nc1ccc(OC(F)(F)F)cc1
1	1	0.2	10	-2	/	-5	Cc1[nH]c2ccccc2c1Cc1nnc(SCc2ccccc2)o1
0	-1	-0.2	2	1	/	5	CC1Cc2ccccc2N1C(=O)c1ccc(F)c(S(=O)(=O)N2CCOCC2)c1 (configuration not stated)
7	6	2.1	-2	-1	4	6	COc1ccc(OC)c(C(=O)c2c(C)oc3cc([N+](=O)[O-])c(O)c([N+](=O)[O-])c23)c1
/	1	1.6	-6	1	/	0	CN1C(=O)C(C)(C)c2cc(S(=O)(=O)N3CCCC(C(=O)NCc4ccccc4Cl)C3)ccc21 (configuration not stated)
1	1	0.9	1	0	3	5	COc1ccc(CNC(=O)CCCn2nc(C)n3ccnc3c2=O)cc1
1	1	-0.2	-5	0	-3	-5	c1ccc(Nc2ncnc3[nH]ncc23)cc1
3	0	1.2	-1	-1	/	10	O=C(NC1CC2CCCC(C1)N2C(=O)Nc1ccccc1)c1ccccc1 (configuration not stated)
-1	0	/	/	12	0	11	CCn1c(O)c(/C=C2\C=NN=C2c2ccc(C)cc2)sc1=S
6	-18	-0.2	/	1	-6	2	CCN(CC)CCNC(=O)c1cn(CC)c2cc(N3CCN(C(=O)c4ccco4)CC3)c(F)cc2c1=O
5	-1	1.2	/	2	0	15	O=C(c1cnccn1)N1CC(=O)N2[C@H](C1)[C@H](c1ccc(-c3ccccc3)cc1)[C@@H]2CO

Some of the entries so far, as tab-separated lines:
Compound	ERAP1 HTS inh	CASP6 VEID inh	F508del corr	miR122 inh	ERp5 inh	SIRT5 inh	DENV2 CPE
Cc1ccc(S(=O)(=O)N2CCOCC2)cc1NCC(=O)Nc1ccc(OC(F)(F)F)cc1	2	-6	-2.0	/	7	-2	13
Cc1[nH]c2ccccc2c1Cc1nnc(SCc2ccccc2)o1	1	1	0.2	10	-2	/	-5
CC1Cc2ccccc2N1C(=O)c1ccc(F)c(S(=O)(=O)N2CCOCC2)c1 (configuration not stated)	0	-1	-0.2	2	1	/	5
COc1ccc(OC)c(C(=O)c2c(C)oc3cc([N+](=O)[O-])c(O)c([N+](=O)[O-])c23)c1	7	6	2.1	-2	-1	4	6

Next structures follow.
ERAP1 HTS inh	CASP6 VEID inh	F508del corr	miR122 inh	ERp5 inh	SIRT5 inh	DENV2 CPE	SMILES
0	0	-0.9	-8	10	-1	-2	O=S(=O)(c1ccc(SCc2ccc(Br)cc2)nc1)N1CCCCC1
-5	-1	/	/	2	-84	-6	COC(=O)[C@@H]1[C@@H](CO)[C@@H]2Cn3c(ccc(/C=C/c4ccccc4)c3=O)[C@@H]2N1C(=O)C1CCCC1
-1	2	0.9	-1	-1	-2	0	Cc1cccc(N2C(=O)/C(=C/c3cccnc3)SC2=S)c1
-1	0	-0.3	6	2	-4	-6	CCN1CCN(C(=O)c2ccc(OCC(=O)Nc3ccc(F)cc3)c(OC)c2)CC1
-3	0	-1.8	/	-1	-5	1	Cn1c(=NC(=O)C2CC2)sc2cc(F)cc(F)c21
-1	1	-0.6	/	3	1	1	COCCCNC(=O)[C@H](CSCc1ccccc1)N1Cc2ccccc2C1=O
1	6	0.2	/	-1	0	8	CC(C)(C)[S@](=O)N1Cc2cc(C(=O)N[C@H]3CCN(Cc4ccccc4)C3)nc(-c3cccc(-c4cccnc4)c3)c2[C@@H]1CCO
0	0	0.2	/	2	-3	-7	CC12CCC(C/C1=N/O)C2(C)CBr (configuration not stated)
1	3	/	/	-1	10	4	CCn1c(C)nc2cc(C(=O)N/N=C/c3ccc(O)cc3)ccc21
6	-1	/	3	16	-4	/	O=c1nc(N2CCCC2)nc(Nc2ccccc2)[nH]1
/	2	2.8	-6	-1	-132	-2	CC1CCCN(Cc2c(O)ccc3c4c(c(=O)oc23)CCCC4)C1 (configuration not stated)
3	-1	/	/	1	-2	/	CC1CCCC(NC(=O)CSc2ncccc2C(=O)O)C1C (configuration not stated)
2	-2	2.9	-1	0	0	5	Cc1cc(C)n(-c2nc3ccccc3nc2Nc2ccc3c(c2)OCO3)n1
